CAL PDZ FP-1: CAL PDZ peptide-binding inhibitors, primary screen, biochemical, fluorescence polarization, Cer-tagged CAL PDZ, HTS; purified CAL PDZ, TMR-peptide fluorescence polarization, 1 h; Golgi-associated PDZ and coiled-coil motif-containing protein (Homo sapiens), Q9HD26; hit rate 0.02% among 330,000; inhibition, % at 20 µM; AID 504414, 2011;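 active = highest replicate inhibition of at least 40%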;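 note: plate controls were DMSO neutral control wells for no effect and unlabeled competitor peptide control wells for full effect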
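Test system: purified CerCALP PDZ construct; Compound dosing: one concentration, 20 µM compound; Also added: TMR-labelled reporter peptide T*-PRC34 bound in PDZ groove; Read-out: inhibition from polarization loss; Controls: unlabelled peptide and DMSO controls; Signal: FP readout, S and P plane fluorescence; Incubation: 1 h at RT.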
Rtt109 Vps75: inhibitors of C. albicans Rtt109/Vps75 HAT, primary screen, biochemical, ThioGlo CoA-SH fluorescence, plate reader | Histone acetyltransferase RTT109 (Candida albicans (strain SC5314 / ATCC MYA-2876)), … | purified Rtt109/Vps75, 4 h | inhibition, % at 34.9 µM | hit rate 0.16% among 330,000;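 active = inhibition of at least 50% in every replicate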
Target sequence (Q5AAJ8 whole entry, looked up): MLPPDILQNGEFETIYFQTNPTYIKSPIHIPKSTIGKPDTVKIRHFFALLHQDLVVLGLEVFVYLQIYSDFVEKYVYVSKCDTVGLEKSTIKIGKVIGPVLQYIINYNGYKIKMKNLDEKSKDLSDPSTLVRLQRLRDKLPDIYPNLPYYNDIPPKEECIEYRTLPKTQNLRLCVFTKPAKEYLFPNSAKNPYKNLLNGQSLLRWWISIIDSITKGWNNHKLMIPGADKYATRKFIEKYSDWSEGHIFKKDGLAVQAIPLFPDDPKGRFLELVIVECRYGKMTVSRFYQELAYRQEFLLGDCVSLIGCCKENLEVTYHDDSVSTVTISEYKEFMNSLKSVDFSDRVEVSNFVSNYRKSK
CAL PDZ FP-2: untagged CAL PDZ binding inhibitors, primary screen, biochemical, fluorescence polarization, HTS | AID 602252, 2012 | hit rate 0.92% among 300,000 | Golgi-associated PDZ and coiled-coil motif-containing protein (Homo sapiens), Q9HD26 | purified CAL PDZ, TMR-peptide fluorescence polarization, 1 h | inhibition, % at 24.9 µM;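 active = mean inhibition of at least 30% with at least half of replicates also reaching 30%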;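 note: 0% = DMSO neutral control and 100% = excess unlabeled competitor peptide PRC23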
Wnt bcat act: Wnt/beta-catenin pathway activators, primary screen, cell-based, plate reader, single point. Wnt/beta-catenin reporter cell assay, activator. activation, % at 9.35 µM. hit rate 1.2% among 300,000; in the data active = activation above about 30%, passing the limit was not always enough;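 note: 0% = neutral control wells and 100% = positive control wells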
CDK5 inh: inhibitors of human CDK5/p35 kinase, primary screen, biochemical, single concentration; Recombinant CDK5/p35, ADP-Glo luminescence, 60 min; inhibition, % at 10 µM; hit rate 0.01% among 330,000; Cyclin-dependent kinase 5 (Homo sapiens) + Cyclin-dependent kinase 5 activator 1 (Homo …;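 active = highest replicate inhibition of at least 50% and at least 75% of replicates reaching 50%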;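 note: plate controls were DMSO neutral control for no effect and GW8510 at 10 µM for full effect; many of its hits are not listed in these tables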
Target sequence (Q00535 whole entry, looked up): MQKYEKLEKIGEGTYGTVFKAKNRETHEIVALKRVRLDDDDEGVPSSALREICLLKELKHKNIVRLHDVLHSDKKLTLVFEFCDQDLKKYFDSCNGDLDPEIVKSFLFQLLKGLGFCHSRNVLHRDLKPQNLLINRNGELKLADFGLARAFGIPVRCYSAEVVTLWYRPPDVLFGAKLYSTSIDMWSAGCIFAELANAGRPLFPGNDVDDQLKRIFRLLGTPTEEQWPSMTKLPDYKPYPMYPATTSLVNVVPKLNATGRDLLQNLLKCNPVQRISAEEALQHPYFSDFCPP
Target sequence (Q15078 whole entry, looked up): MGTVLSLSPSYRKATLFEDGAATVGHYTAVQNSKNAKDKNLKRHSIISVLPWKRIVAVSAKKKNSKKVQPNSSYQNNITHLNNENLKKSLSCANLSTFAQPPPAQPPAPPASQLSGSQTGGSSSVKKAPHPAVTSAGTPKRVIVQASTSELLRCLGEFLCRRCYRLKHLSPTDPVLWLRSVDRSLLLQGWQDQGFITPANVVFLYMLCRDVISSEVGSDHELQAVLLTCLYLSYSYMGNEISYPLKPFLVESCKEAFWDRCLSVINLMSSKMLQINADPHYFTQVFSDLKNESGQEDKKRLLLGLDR
MITF act: activators of MITF-driven TRPM1 promoter reporter, primary screen, cell-based, SK-MEL-5, luciferase, single point. SK-MEL-5 TRPM1-promoter luciferase, 24 h; % of positive control, neutral wells = 0. activation, % at 12.5 µM. hit rate 0.75% among 300,000. AID 588334, 2011;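 active = mean activation of at least 80% with every replicate also reaching 80%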;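 note: 0% = neutral control wells and 100% = parthenolide positive control wells; values of inactives mirror those of a sister screen read the other way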
dFosB activator: activators of delta FosB homodimer, primary screen, biochemical, fluorescence polarization, TAMRA-CDK5 oligo, single point | Protein FosB (Mus musculus), P13346 | AID 493131, 2011 | activation, % at 25 µM | hit rate 0.99% among 340,000 | purified delta FosB; percent of positive-control signal above neutral wells;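 active = mean activation above about 17%, with every replicate also reaching it, limit read from the data, passing the limit was not always enough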;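 note: fluorescence polarization rise as delta FosB binds a TAMRA Cdk5 AP-1 oligo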
Tat transport: E. coli Tat export inhibitors, primary screen, MC4100, TorA-mCherry reporter, fluorescence, single point; inhibition, % at 10 µM; hit rate 0.036% among 340,000; AID 488895, 2010;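 active = mean replicate inhibition at least 50% and at least half of replicates individually reaching 50%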;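 note: exported cargo escapes ClpAP degradation while cytoplasmic cargo is degraded and loses fluorescence; 0% = median of neutral control wells and 100% = median of NaSCN control wells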
V-ATPase pH: regulators of yeast V-ATPase proton pumping, primary screen, pHLuorin cytosolic pH fluorescence. response, % at 10 µM. S. cerevisiae. hit rate 0.37% among 350,000; in the data active = response mostly above about 7.3%, no sharp cut-off; inactive = mostly below about 5.4%; note: actives read high; inactives centre near 0; some compounds called inactive have numbers as strong as hits
RTF Ca sens act: cardiac RTF calcium sensitivity activators, primary screen, biochemical, IANBD-TnC fluorescence, EC20 calcium; Troponin I, cardiac muscle (Homo sapiens) + Troponin T, cardiac muscle (Homo sapiens) + …; IANBD-labeled TnC RTF fluorescence at EC20 calcium; 0% EC20 calcium, 100% full calcium; activation, % at 7.2 µM; hit rate 0.24% among 340,000; AID 493008, 2010;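 active = activation above the mean over all tested compounds plus 3 SD, cut at about 30% in these data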;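 note: rise in fluorescence read as greater calcium sensitivity of cardiac thin filaments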
* = called active by the depositor; . = no result given; & = joins results of further samples.

No. | dFosB activator | MITF act | RTF Ca sens act | Wnt bcat act | Tat transport | CAL PDZ FP-2 | CAL PDZ FP-1 | CDK5 inh | Rtt109 Vps75 | V-ATPase pH | SMILES
1 | -7 | -6 | -3 | -8 | 0 | -2 | -0.6 | -2.2 | 9 | -1 | CCCCOC(=O)c1ccc(N2C(=O)CC(N3CCN(C/C=C/c4ccccc4)CC3)C2=O)cc1 (stereo not given)
2 | -6 | 0 | -3 | -1 | 11 | 0 | -1.1 | 0.2 | 3 | 0 | COc1cccc(/C=N/n2c(C3CCCCC3)n[nH]c2=S)c1
3 | -3 | 8 | -1 | 3 | 24 | -1 | 0.0 | 0.2 | -4 | 0 | CCS(=O)(=O)N1CCC2(CC1)OCCN2S(=O)(=O)c1ccc(C)cc1
4 | -13 | -37 | 3 | -2 | -3 | . | -2.7 | 0.1 | 1 | 2 | Cc1csc(NC(=O)CSc2nc(C)nc3c2c(=O)n(C)c(=O)n3C)n1
5 | 1 | 6 | -6 | -1 | 1 | -1 | -2.8 | 0.3 | . | 1 | Clc1ccccc1Cc1noc(CN2CCSCC2)n1
6 | -6 | -7 | -5 | -2 | 0 | . | -1.0 | 1.3 | 2 | 2 | Cc1ccccc1NC(=O)Cc1nc(COC(=O)Cc2ccccc2F)cs1
7 | -8 | 1 | 2 | -1 | -2 | -1 | -2.1 | -0.4 | -7 | 1 | O=C(NCc1ccncc1)C1CCCN(S(=O)(=O)c2ccc(Br)cc2)C1 (stereo not given)
8 | 3 | 2 | -3 | 0 | -1 | -6 | 0.8 | 0.7 | -2 | 4 | COC(=O)C(NC(=O)CCc1nnc2ccc(N3CCCCC3)nn12)C(C)C (stereo not given)
9 | -10 | -5 | 0 | -2 | 4 | -2 | -3.1 | 0.1 | 12 | -1 | Cc1cc(OC(C)C(=O)NCc2ccncc2)c2c(C)c(C)c(=O)oc2c1 (stereo not given)
10 | -12 | -10 | 3 | -2 | -4 | -2 | 0.1 | -1.4 | . | -3 | COc1ccc(CN2CCCC(C(=O)c3ccc(Cl)cc3)C2)cc1Cn1cncn1 (stereo not given)
11 | 2 | 11 | 2 | -1 | 9 | 0 | -0.3 | 0.4 | 1 | -4 | NS(=O)(=O)c1cc(C(=O)OCC(=O)Nc2ccc3[nH]c(=O)[nH]c3c2)ccc1Cl
12 | -8 | -15 | 0 | -1 | -2 | . | -0.9 | -1.6 | 2 | 1 | COc1ccc(CNC(=O)C2CCCN(S(=O)(=O)c3ccccc3)C2)cc1 (stereo not given)
13 | -2 | 1 | 4 | -3 | 4 | -4 | -2.0 | 0.5 | 3 | -1 | Fc1ccc(-c2csc3ncnc(N4CCN(Cc5ccccc5)CC4)c23)cc1
14 | -1 | 5 | 0 | 0 | -4 | -3 | -2.3 | 3.7 | 50* | -2 | COc1ccc(/C=C/C(=O)O)cc1S(=O)(=O)NCc1ccco1
15 | 3 | -1 | -2 | -3 | 4 | -5 | -2.2 | -1.4 | 5 | 3 | CCOC(=O)c1c(C)[nH]c(C)c1S(=O)(=O)NC(CC)CN1CCOCC1 (stereo not given)
16 | -5 | 1 | 0 | 1 | -3 | 0 | -1.5 | 0.6 | 2 | -1 | COc1ccccc1C(=O)C1CCCN(C(=O)c2ccc(C(C)=O)s2)C1 (stereo not given)
17 | -8 | -9 | -10 | -3 | 0 | -2 | -1.7 | 3.6 | 3 | -1 | COc1ccc(N2CCN(C(CNS(=O)(=O)c3ccc4c(c3)OCCO4)c3ccco3)CC2)cc1 (stereo not given)
18 | -15 | 7 | -1 | 0 | -1 | -3 | -1.4 | -2.3 | 11 | 2 | Cc1ccc(/C=N/NC(=O)c2nnn(-c3nonc3N)c2-c2cccs2)cc1
19 | -11 | 36 | -6 | 20 | -2 | 3 | -1.5 | 0.1 | 27 | 0 | O=C(CCSc1ccc(Cl)cc1)N1CCN(c2ccc(O)cc2)CC1
20 | -6 | -4 | -3 | -2 | 9 | -1 | -0.1 | 0.3 | -7 | -1 | CCCCCCCC(=O)OCC(COC(=O)CCCCCCC)OC(=O)CCCCCCC

Sorted by formula weight (largest number first): part of the list above
No. | dFosB activator | MITF act | RTF Ca sens act | Wnt bcat act | Tat transport | CAL PDZ FP-2 | CAL PDZ FP-1 | CDK5 inh | Rtt109 Vps75 | V-ATPase pH | SMILES
11 | 2 | 11 | 2 | -1 | 9 | 0 | -0.3 | 0.4 | 1 | -4 | NS(=O)(=O)c1cc(C(=O)OCC(=O)Nc2ccc3[nH]c(=O)[nH]c3c2)ccc1Cl
18 | -15 | 7 | -1 | 0 | -1 | -3 | -1.4 | -2.3 | 11 | 2 | Cc1ccc(/C=N/NC(=O)c2nnn(-c3nonc3N)c2-c2cccs2)cc1
15 | 3 | -1 | -2 | -3 | 4 | -5 | -2.2 | -1.4 | 5 | 3 | CCOC(=O)c1c(C)[nH]c(C)c1S(=O)(=O)NC(CC)CN1CCOCC1 (stereo not given)
14 | -1 | 5 | 0 | 0 | -4 | -3 | -2.3 | 3.7 | 50* | -2 | COc1ccc(/C=C/C(=O)O)cc1S(=O)(=O)NCc1ccco1

Continuation.
No. | dFosB activator | MITF act | RTF Ca sens act | Wnt bcat act | Tat transport | CAL PDZ FP-2 | CAL PDZ FP-1 | CDK5 inh | Rtt109 Vps75 | V-ATPase pH | SMILES
21 | 5 | -36 | 0 | 3 | 17 | -5 | -2.2 | 0.6 | -12 | 3 | Cc1nc(N2CCN(S(=O)(=O)c3ccccc3C#N)CC2)c2c(-c3ccccc3)csc2n1
22 | -4 | 15 | 0 | -11 | -1 | -5 | -1.0 | -1.1 | 2 | -3 | O=C(Nn1cnc2ccccc2c1=O)c1ccc([N+](=O)[O-])cc1
23 | 1 | 9 | -5 | -1 | 10 | 3 | 0.2 | 9.0 | 5 | -1 | COc1ccc(Cc2nnc(SCc3nc4ccccc4c(=O)[nH]3)o2)cc1
24 | 12 | 0 | -6 | 9 | -1 | -15 | -2.4 | -2.4 | 2 | 3 | CCC(C)C(=O)Nc1nc(-c2ccc3c(c2)NC(=O)CO3)cs1 (stereo not given)
25 | -5 | 5 | -1 | 3 | 2 | 0 | -3.4 | 3.6 | . | -1 | Cc1ccc(S(=O)(=O)NC(CC(C)C)C(=O)N2CCOCCOCCOCCOCC2)cc1 (stereo not given)
26 | -6 | 6 | -1 | . | -1 | . | -3.2 | -0.3 | 2 | -2 | CC(C)(C)c1cc(C(=S)N2CCN(CCO)CC2)cc(C(C)(C)C)c1O
27 | -3 | 1 | 1 | -2 | 7 | . | 16 | -0.1 | -9 | 1 | CCCn1cc(C(=O)N(C)C2CCCN(Cc3ccccc3F)C2)c(C)n1 (stereo not given)
28 | -6 | . | 18 | -1 | 1 | 0 | 0.1 | 1.8 | 4 | 0 | Cc1[nH]c(=S)c(C#N)c(C)c1CCC#N
29 | 10 | 1 | 1 | -2 | -11 | -2 | 0.9 | 0.6 | 13 | 0 | C/C(=N\Nc1nc2ccccc2[nH]1)c1ccc(Cl)s1
30 | -8 | -42 | 1 | 0 | 2 | -3 | -1.6 | 0.3 | 2 | -2 | CCCCOC(=O)c1ccc(NC(=S)N2CCN(c3ncc4c(=O)c(C(=O)O)cn(CC)c4n3)CC2)cc1
31 | 4 | 45 | 13 | 9 | 28 | -1 | -1.8 | -6.6 | . | -11 | CC(C)CC(=O)NC(=S)Nc1sc2c(c1C(N)=O)CCC2
32 | -9 | 7 | 0 | 2 | 0 | 3 | -0.7 | 0.8 | 2 | 2 | CC(=O)Nc1ccc(CN2CCC(n3nccc3NC(=O)CCc3ccccc3)CC2)cc1
33 | -1 | 2 | -1 | . | -1 | -3 | 0.6 | -0.1 | -6 | 1 | COc1ccc(OCC(=O)OC2CCN(C)CC2)cc1
34 | -16 | -86 | 8 | . | 16 | -6 | 0.4 | 1.7 | -1 | 0 | CCN1C(=O)CC(c2ccccc2)N(C2CCCC2)c2nc(Nc3ccc(C(=O)NC4CCN(C)CC4)cc3OC)ncc21 (stereo not given)
35 | -2 | 41 | -7 | 14 | 4 | -4 | -1.0 | -1.3 | . | -1 | CC(=O)Nc1ccc(NC(=O)Nc2ccc(C)c(C)c2)cc1
36 | -6 | 3 | -2 | -6&-1 | -4 | 2 | -4.6 | -2.5 | -3 | 2 | COC(=O)c1cc(-c2ccc(OC)c(OC)c2)on1
37 | 6 | -16 | -2 | 0 | 1 | -2 | -1.3 | 1.0 | -8 | 0 | CCc1ccc2[nH]c3nc(SCc4nnc(-c5ccc(C)cc5)o4)nnc3c2c1
38 | -13 | . | -1 | 1 | -6 | -2 | -1.7 | -0.1 | 9 | -4 | CC(C)Nc1nc(NC(C)C)nc(N(C)N)n1
39 | 1 | 14 | 14 | -2 | 7 | -5 | -0.1 | -6.2 | 0 | -3 | NS(=O)(=O)c1ccc2c(c1)C1C=CCC1C(C1CC=CCC1)N2 (stereo not given)
40 | -4 | . | 1 | -1 | -4 | . | -0.3 | 0.5 | 1 | -2 | COc1cccc(-c2nc(CS(=O)(=O)CC(=O)N3CCc4ccccc4C3)c(C)o2)c1
41 | -2 | -8 | 3 | 8 | 5 | 0 | 0.3 | -2.1 | 1 | -2 | Cc1ccc(C2(C)NC(=O)N(CC(=O)NNC(=O)c3ccccc3)C2=O)cc1 (stereo not given)
42 | -5 | 16 | -5 | . | -4 | -2 | -0.4 | -0.4 | -8 | 1 | Cc1nc(N2CCN(C(=O)c3ccco3)CC2)c2oc3ccccc3c2n1
43 | -7 | -9 | 2 | 0 | 15 | 2 | -0.6 | -4.2 | -3 | -1 | COc1ccc(-n2nnnc2SCC(=O)Nc2ccccc2N2CCOCC2)cc1OC

Source: PubChem (several laboratories)
